From PubChem BioAssay
MrgX1 antag: human MrgX1 receptor antagonism, primary screen; B-score at 10 µM; Q96LB2; MRGX1-HEK293 calcium flux, Fluo-4, BAM8-22 antagonism; active compounds read low; 310,000 tested, 1.3% active; AID 588676;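 active means calcium-response B-score plate-corrected more than 3 library SD below zero, starting fluorescence within 5 deviations, no agonist response on first addition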;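 further: peak minus trough fluorescence over baseline after final BAM8-22 challenge near maximal dose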
TRPC6 inhibitor: mouse TRPC6 channel inhibition; Q61143; HEK293-TRPC6, membrane potential dye, ACh-evoked depolarization; active compounds read low; B-score at 10 µM; 310,000 tested, 1.1% active;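 active means B-score under library mean minus 3 SD, initial fluorescence not abnormally high, positive integrated signal ratio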;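 further: B-score derived from integrated fluorescence ratio over the kinetic read; more negative B-score means stronger inhibition of depolarization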
Target sequence (Q61143 whole entry, looked up): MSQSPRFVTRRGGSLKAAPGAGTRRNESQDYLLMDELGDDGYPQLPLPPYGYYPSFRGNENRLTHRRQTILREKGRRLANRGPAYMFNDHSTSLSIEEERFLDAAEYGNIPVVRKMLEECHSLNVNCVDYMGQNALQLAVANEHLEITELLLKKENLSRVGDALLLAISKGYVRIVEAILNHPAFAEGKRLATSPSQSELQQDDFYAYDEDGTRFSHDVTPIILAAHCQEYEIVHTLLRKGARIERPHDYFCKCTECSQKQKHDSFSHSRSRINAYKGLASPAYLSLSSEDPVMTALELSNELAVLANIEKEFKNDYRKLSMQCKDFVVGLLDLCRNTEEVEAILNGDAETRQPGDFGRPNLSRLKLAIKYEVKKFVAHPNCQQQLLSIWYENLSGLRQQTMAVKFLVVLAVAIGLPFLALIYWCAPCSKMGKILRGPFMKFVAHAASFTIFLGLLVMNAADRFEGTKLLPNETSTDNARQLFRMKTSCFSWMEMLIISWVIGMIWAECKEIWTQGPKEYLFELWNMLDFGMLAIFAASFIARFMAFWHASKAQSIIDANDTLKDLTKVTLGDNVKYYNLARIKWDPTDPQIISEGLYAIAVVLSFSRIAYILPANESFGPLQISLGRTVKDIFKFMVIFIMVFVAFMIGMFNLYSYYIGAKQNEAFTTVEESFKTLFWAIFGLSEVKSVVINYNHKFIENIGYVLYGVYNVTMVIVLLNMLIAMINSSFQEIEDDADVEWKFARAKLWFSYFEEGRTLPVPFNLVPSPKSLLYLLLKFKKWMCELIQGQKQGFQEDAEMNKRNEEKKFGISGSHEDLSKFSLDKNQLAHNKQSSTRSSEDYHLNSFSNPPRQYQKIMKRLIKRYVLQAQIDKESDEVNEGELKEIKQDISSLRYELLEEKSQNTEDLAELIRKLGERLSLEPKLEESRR
TRPC6 activator: activates the mouse TRPC6 cation channel. Q61143. HEK293-TRPC6 membrane potential dye fluorescence; active compounds read high. B-score at 10 µM. 310,000 tested, 0.13% active. AID 2550;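 active means B-score of the integrated fluorescence ratio above library mean plus 3 SD, and starting fluorescence ratio within library mean plus 5 SD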;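 further: higher score means more depolarization so channel activation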
TRPC4 inh: inhibitors of mouse TRPC4 channel. Q9QUQ5. HEK293 TRPC4beta/mu-opioid, DAMGO-evoked Fluo4 calcium flux; active compounds read low. B-score at 10 µM. 300,000 tested, 0.39% active. AID 2247;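 active means B-score over 3 SD under the library average, no early fluorescence shift, positive overall ratio signal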
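Test system – stable TRPC4beta/mu-opioid receptor HEK293 cells · Probe or stimulus – DAMGO, a submaximal dose followed by a maximal one · Dosing – one concentration per compound · Signal – Fluo4 calcium fluorescence by kinetic imaging, 5 s 1 Hz baseline · Evaluation – per-well B score of integrated baseline-normalized Fluo4 ratio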
MrgX1 ag: human MrgX1 receptor agonism, primary screen; Q96LB2; MrgX1-HEK293 cells, Fluo-4 calcium fluorescence, agonist mode; active compounds read high; B-score at 10 µM; 310,000 tested, 0.44% active;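 active means calcium response B-score plate-corrected fluorescence ratio at least 3 library SD, with starting fluorescence B-score inside 5 SD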
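times = overnight plating, then 30 min 37 °C plus 30 min room-temperature dye loading | assay system = stable human MrgX1 HEK293 cell line | input = fifteen thousand cells per well | signal = kinetic calcium dye fluorescence, Fluo-4 NW | dosing = compound delivered in addition one of three | read-out = B-scored fluorescence response ratio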
RGS4 block: inhibitors of human RGS4; 310,000 tested, 0.45% active; B-score at 10 µM; AID 463165; P49798; HEK293 M3R/RGS4 inducible, Fluo-4 calcium flux; active compounds read high; triggered by carbachol at its EC20;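 active means B-score, a plate-corrected calcium signal, over three deviations above library mean, with baseline fluorescence within five deviations of library mean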;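 further: RGS4 expression induced by doxycycline in cells with stable M3 receptor; B-score is computed from the integrated fluorescence ratio over baseline after carbachol; higher B-score means a larger calcium signal and so more RGS4 inhibition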
Target sequence (P49798 whole entry, looked up): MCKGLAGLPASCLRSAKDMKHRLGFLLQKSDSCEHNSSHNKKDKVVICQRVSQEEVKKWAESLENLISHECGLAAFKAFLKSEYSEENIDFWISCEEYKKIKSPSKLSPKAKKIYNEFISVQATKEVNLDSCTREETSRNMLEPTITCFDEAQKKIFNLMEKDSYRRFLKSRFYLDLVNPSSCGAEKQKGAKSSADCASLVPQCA
TRPC4 agonist: TRPC4 (mouse) channel activation | B-score at 10 µM | HEK293 TRPC4beta/mu-opioid, Fluo4 calcium fluorescence; active compounds read high | 310,000 tested, 0.49% active;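 active means B-score above 5 SD of library B-scores, and initial fluorescence ratio not above library mean plus 5 SD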;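 further: positive B-score marks a calcium rise read as TRPC4 activation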
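Assay system – TRPC4beta and mu-opioid receptor HEK293 stable cells · Measured by – Fluo4 fluorescence, kinetic · Schedule – dye loading 45 min room temperature, 110 s kinetic read · Read-out – B-scored integrated calcium fluorescence ratio · Controls – buffer and maximal DAMGO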
ANO1 activ: activates or potentiates the mouse TMEM16A chloride channel; B-score at 10 µM; 340,000 tested, 0.3% active; HEK293 TMEM16A/YFP-H148Q/I152L, iodide quench fluorescence; active compounds read low; Q8BHY3;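 active means fluorescence-ratio B-score plate-corrected deviation score at least 3 library SD below zero, with starting fluorescence score within 5 deviations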;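 further: channel opened by trigger with iodide after compound preincubation; score built on the fluorescence ratio of max minus min over baseline; more negative score means more quench and so TMEM16A activation or potentiation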
TRPC4 PAM: TRPC4 (mouse) allosteric potentiation. Q9QUQ5. HEK293 TRPC4beta/mu-opioid, DAMGO EC20, Fluo-4 Ca2+ flux; active compounds read high. B-score at 10 µM. 310,000 tested, 0.42% active;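 active means B-score of calcium response area above 5 SD of library B-scores, with initial fluorescence ratio within 5 SD of library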;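 further: B-score of integrated fluorescence ratio over time as area under calcium response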
TMEM16A inh: inhibitors of mouse TMEM16A calcium-activated chloride channel | Q8BHY3 | HEK293 TMEM16A/YFP iodide influx fluorescence, ionomycin | normalized B-score (activity score, 25-100; higher = stronger inhibition) at 10 µM | 310,000 tested, 1.2% active | AID 588511;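 active means ratio plate-corrected score three or more library SD toward inhibition, starting fluorescence score within five deviations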;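 further: score derived from kinetic fluorescence span divided by baseline fluorescence per well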
MrgX1 PAM: human MrgX1 positive allosteric modulation, primary screen; MrgX1-HEK293, Fluo-4 calcium flux, FDSS; active compounds read high; Q96LB2; B-score at 10 µM; AID 588675; 310,000 tested, 0.63% active;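 active means plate-corrected calcium response at least 3 library SD above typical, normal starting fluorescence, not activating the receptor alone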;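 further: compound read alongside a low EC10 to EC30 dose of BAM8-22 agonist; peak minus trough fluorescence over baseline measured at the second addition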
* = called active by the depositor; i = inactive; nt = no result given.

SMILES	MrgX1 antag	TRPC6 inhibitor	TRPC6 activator	TRPC4 inh	MrgX1 ag	RGS4 block	TRPC4 agonist	ANO1 activ	TRPC4 PAM	TMEM16A inh	MrgX1 PAM
COc1cc(/C=N/N=C2/NC(=O)C(c3ccccc3)S2)ccc1O (stereo not given)	i	i	i	i	i	i	i	i	i	i	i
O=C(OCc1cccc(F)c1)c1ccc2c(c1)-c1ccccc1C2=O	i	i	i	i	i	i	i	i	i	i	i
Cc1ccc(C(=O)C2CCN(CC(=O)NC3CCCCC3)CC2)cc1	i	i	i	i	i	i	i	i	i	i	i
COc1ccc(C2C(C(C)=O)=C(O)C(=O)N2c2nccs2)c(OC)c1 (stereo not given)	i	i	i	i	i	i	i	i	i	i	i
OCC[C@H]1C[C@@H](O)[C@H](O)[C@]2(OCCc3ccccc32)O1	i	nt	nt	nt	i	nt	nt	i	nt	i	i
O=C(Nc1nnc(S(=O)(=O)Nc2ccccc2)s1)c1ccccc1Cl	i	i	i	i	i	i	i	i	i	i	i
O=C(N/N=C/c1cccs1)c1n[nH]c2c1CCC2	i	i	i	i	i	i	i	i	i	i	i
CCn1ccnc1CN(C)C(=O)c1cc(COc2ccc(OC)c3ccccc23)on1	i	i	i	i	i	i	i	i	i	i	i
O=C(CSc1ncccn1)Nc1ccc(S(=O)(=O)N2CCCCC2)cc1	i	i	i	i	i	i	i	i	i	i	i
O=C(O)CC/C(=N/Nc1ncc(C(F)(F)F)cc1Cl)C(=O)O	i	i	i	i	i	i	i	i	i	i	i
CCCCSc1nc(C)[nH]c1[N+](=O)[O-]	i	i	i	i	i	i	i	i	i	i	i
CC1(C)CC(=O)C2=C(C1)NC(=O)CC2c1ccccc1F (stereo not given)	i	i	i	i	i	i	i	i	i	i	i
COc1ccccc1OCCNC(=O)Nc1ccc(Br)cc1	i	i	i	i	i	i	i	i	i	i	i
CCC1CCCCN1Cc1ccc(N)cc1 (stereo not given)	i	i	i	i	i	i	i	i	i	i	i
O=C(O)CSc1nc2c(c(=O)[nH]1)CCCC2	i	i	i	i	i	i	i	i	i	i	i
O=C(N/N=C/c1ccoc1)c1ccc([N+](=O)[O-])cc1	i	i	i	i	i	i	i	i	i	i	i
COC(=O)Cc1c(C)c2c(O)cc(C)cc2oc1=O	i	i	i	nt	i	i	i	i	i	i	i
c1ccc(-c2csc3ncnc(N4CCOCC4)c23)cc1	i	i	i	i	i	i	i	i	i	i	i
COc1cc(O)oc1C=Nc1ccccc1	i	i	i	i	i	i	i	i	i	i	i
CCO[C@@H]1OC(C(N)=O)=C[C@H](c2cn(C(C)=O)c3ccccc23)[C@H]1CCCO	i	i	i	i	i	i	i	i	i	i	i
CCOC(=O)c1c(C)nn(Cc2cccc(Cl)c2)c1N	i	i	i	i	i	i	i	i	i	i	i
CCCCC#Cc1ccc2c(c1)COc1c3ccccc3nn1-2	i	i	i	i	i	i	i	i	i	i	i
Cc1ccc(C)c(S(=O)(=O)N2CCCC2CNC(=O)C(=O)NCc2ccco2)c1 (stereo not given)	i	i	i	i	i	i	i	i	i	i	i
Cc1ccc(-n2c(C)n[nH]c2=S)cc1	i	i	i	i	i	i	i	i	i	i	i
O=C(O)c1ccc(OC2CSC2)cc1	i	i	i	i	i	i	i	i	i	i	i

Other records follow:
SMILES	MrgX1 antag	TRPC6 inhibitor	TRPC6 activator	TRPC4 inh	MrgX1 ag	RGS4 block	TRPC4 agonist	ANO1 activ	TRPC4 PAM	TMEM16A inh	MrgX1 PAM
CC(=O)NNC(=O)c1sc(=S)n2c1[nH]c(=O)c1sccc12	i	i	i	i	i	i	i	i	i	i	i
Cc1cc(-c2nnc(SCC(=O)Nc3ccc(Cl)cn3)n2N)n[nH]1	i	i	i	i	i	i	i	i	i	i	i
CC/C(=N\NC(=O)c1csc(C)c1C)c1cccs1	i	i	i	i	i	i	i	i	i	i	i
CCOC(=O)C(CC)Sc1cc(C)nc2ccc(OC)cc12 (stereo not given)	i	i	i	i	i	i	i	i	i	i	i
Cc1ccc(S(=O)(=O)N2CCCN(C)CC2)cc1	i	i	i	i	i	i	i	i	i	i	i
CCn1cc(CNCc2c(C(=O)N3CCCCC3)nc3c(C)cccn23)cn1	i	i	i	i	i	i	i	i	i	i	i
Cc1ccn2c(=O)nc(SCC(=O)N3CCC(C)CC3)nc2c1	i	i	i	i	i	i	i	i	i	i	i
COc1ccc(Br)c(C(=O)Nc2cccc(Cl)c2Cl)c1	i	i	i	i	i	i	i	i	i	i	i
COc1ccc(/C=N/NC(=O)c2ccco2)cc1Cn1nc(C)cc1C	i	i	i	i	i	i	i	i	i	i	i
CCCn1c(N)c(N(CCOC)C(=O)c2cccc(F)c2)c(=O)[nH]c1=O	i	i	i	i	i	i	i	i	i	i	i
COC(=O)c1cc(C(=O)OCC(=O)N2c3ccccc3NC(=O)C2(C)C)cc([N+](=O)[O-])c1	i	i	i	i	i	i	i	i	i	i	i
O=C(NCCc1ccc(Cl)cc1)C1(c2ccccc2)CC1	i	i	i	i	i	i	i	i	i	i	i
Cc1ccc(NCC(=O)N/N=C\C(Br)=C\c2ccccc2)cc1	i	i	i	i	i	i	i	i	i	i	i
C/C(=N\NC(=O)c1c([N+](=O)[O-])c(C)nn1C)c1ccc(NC(=O)c2ccc(C)o2)cc1	i	i	i	i	i	i	i	i	i	i	i
NC(=O)CSc1nnc(COc2ccccc2)n1N	i	i	i	i	i	i	i	i	i	i	i
COc1cc2c(cc1OC)C(c1cccc([N+](=O)[O-])c1)N(C(=O)CCC(=O)O)CC2 (stereo not given)	i	i	i	i	i	i	i	i	i	i	i
CCCCCCC(C)n1[nH]c(=O)cc1N (stereo not given)	i	i	i	i	i	i	i	i	i	i	i
Cc1cccc(N2CCN(C(=O)COCc3cc(-c4ccc5c(c4)OCO5)on3)CC2)c1C	i	i	i	i	i	i	i	i	i	i	i
CCCN1CCc2[nH]c(=S)[nH]c(=O)c2C1	i	i	i	i	i	i	i	i	i	i	i
CCCNC(=O)CN1C(=O)NC2(CCCc3cc(OC)ccc32)C1=O (stereo not given)	i	i	i	i	i	i	i	i	i	i	i
CCC(=O)NC(c1ccccc1)c1c(OC(C)=O)ccc2ccccc12 (stereo not given)	i	i	i	i	i	i	i	i	i	i	i
Cc1cc(C)cc(C(=O)NCc2ccc3c(c2)OCO3)c1	i	i	i	i	i	i	i	i	i	i	i
COc1ccc(Cl)cc1NC(=O)C1CCCN(S(=O)(=O)c2cccc3nonc23)C1 (stereo not given)	nt	i	i	i	nt	i	i	i	i	nt	nt
Cc1noc(NS(=O)(=O)c2ccc(NC(=O)CSc3nc4ccccc4s3)cc2)c1C	i	i	i	i	i	i	i	i	i	i	i
C/C=C1\COC(C(=O)NCc2ccncc2)(C(F)(F)F)C=C1C=C1CCCCC1 (stereo not given)	i	i	i	i	i	i	i	i	i	i	i

The list goes on:
SMILES	MrgX1 antag	TRPC6 inhibitor	TRPC6 activator	TRPC4 inh	MrgX1 ag	RGS4 block	TRPC4 agonist	ANO1 activ	TRPC4 PAM	TMEM16A inh	MrgX1 PAM
O=C(NNS(=O)(=O)c1ccc(Cl)cc1)NC1CCCCC1	i	i	i	i	i	i	i	i	i	i	i
CC(C)NC(=O)NNC(=O)c1cc(COc2cc(Cl)cc(Cl)c2)on1	i	i	i	i	i	i	i	i	i	i	i
Cc1ccc(S(=O)(=O)N2CCCCC2)c2nsnc12	i	i	i	i	i	i	i	i	i	i	i
Cc1cccc(N(C(=O)CNC(=O)c2cccs2)C(C(=O)NC2CCCC2)c2ccncc2)c1 (stereo not given)	i	i	i	i	i	i	i	i	i	i	i
CCc1ccc(NC(=O)COc2coc(CN3CCc4ccccc4C3)cc2=O)cc1	i	i	i	i	i	i	i	i	i	i	i
COc1c(Br)cc2c(C)c(C(=O)O)oc2c1Br	i	i	i	i	i	i	i	i	i	i	i
NC(=O)c1cc2c3ccccc3ccn2c1-c1ccccc1	-5.7*	i	i	i	i	i	i	i	i	i	i
Cc1ccc(NC(=O)c2ccco2)c(NC(=O)CN2C(=O)c3ccccc3C2=O)c1	i	i	i	i	i	i	i	i	i	i	i
CCOCCCNC(=O)c1ccc(C2SCC(=O)N2Cc2ccccc2)cc1 (stereo not given)	i	i	i	i	i	i	i	i	i	i	i
CC(c1ccco1)N(C(=O)c1ccc(C(F)(F)F)cc1)c1ccccn1 (stereo not given)	i	i	i	i	i	i	i	i	i	i	i
Cc1c(C(C)(C)O)[nH]c2ccc(C#N)cc12	i	i	i	i	i	i	i	i	i	i	i
N#Cc1sc2nc3c(c(-c4ccco4)c2c1N)CCCC3	i	i	i	i	i	i	i	i	i	i	i
Cc1ccc(C)c2[nH]c(=O)c(CN(CC3CCCO3)C(=O)NC3CCCCC3)cc12 (stereo not given)	i	i	i	i	i	i	i	i	i	i	i
CCOc1ccc(NC(=O)c2cc(SC)ccc2Cl)cc1	i	i	i	i	i	i	i	i	i	i	i
CN1CCN(C(=S)c2ccc(-c3cc(Cl)ccc3Cl)o2)CC1	i	i	i	i	i	i	i	i	i	i	i
CCS(=O)(=O)N1CCN(S(=O)(=O)c2ccccc2[N+](=O)[O-])CC1	i	i	i	i	i	i	i	i	i	i	i
CCn1c(=O)cc(OCC(=O)NCC2CCCO2)c2ccccc21 (stereo not given)	i	i	i	i	i	i	i	i	i	i	i
O=[N+]([O-])c1cccc(/C=N/NC2CCS(=O)(=O)C2)c1 (stereo not given)	i	i	i	i	i	i	i	i	i	i	i
CCCC(=O)N1CCCC(C(=O)c2ccc(OC)c(OC)c2)C1 (stereo not given)	i	i	i	i	i	i	i	i	i	i	i
NC(=O)C1CCN(Cc2nc3cc(Cl)ccc3c(=O)[nH]2)CC1	i	i	i	i	i	i	i	i	i	i	i
CC(C)(O)C1Cc2cc(/C=C/C(=O)O)c(O)cc2O1 (stereo not given)	nt	i	i	i	nt	i	i	i	i	nt	nt
C[C@H](NC(=O)C1CCN(S(=O)(=O)c2ccccc2)CC1)C(=O)NCc1ccccn1	i	i	i	i	i	i	i	i	i	i	i

The order is random; about 5.8% have a hit in one of these screens.
